RAM inhibit: inhibitors of the yeast RAM network, primary screen, dse1pr::URA3 reporter, 5-FOA selection; S. cerevisiae dse1pr::URA3 reporter, 5-FOA growth OD615, 2 d; analog-sensitive cbk1-as2 kinase mutant strain; inhibition, % at 50 µM; hit rate 1.8% among 190,000; AID 868, 2007;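 active = inhibition above a set limit, 3 SD over mean compound inhibition, cut at about 8.4% in these data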;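 note: 0% = DMSO-only wells with no growth and 100% = 10 µM 1-NA-PP1 full growth; inhibition rescues growth on 5-FOA so higher OD means more RAM inhibition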
PMI act satM6P: human PMI activators, high substrate, primary screen, biochemical, fluorescence intensity, near-saturating mannose 6-phosphate. Mannose-6-phosphate isomerase (Homo sapiens), P34949. coupled PMI enzyme assay, resazurin fluorescence, 20 min; stronger effect = higher value; 1 = untreated enzyme, 0 = substrate-free blank. activation factor at 20 µM. hit rate 0.34% among 190,000;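 active = activation factor of 2 or more at 20 µM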
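Material: human phosphomannose isomerase with PGI, G6PDH, diaphorase coupling enzymes. Quantity: 15 ng/mL PMI. Medium: HEPES pH 7.4 buffer with MgCl2 and Tween-20. Reagent: Near-saturating mannose-6-phosphate, 1.0 mM. Compound: 20 µM single dose. Times: enzyme reaction with compound 20 min at room temperature. Detection: resorufin fluorescence at Ex 544/Em 590 nm.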
S1P3 antagonist: S1P3 receptor antagonists, primary screen, cell-based; inhibition, % at 4.98 µM; Sphingosine 1-phosphate receptor 3 (Homo sapiens), Q99500; CHO S1P3 NFAT-BLA reporter, FRET fluorescence, antagonist mode; hit rate 0.27% among 170,000;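 active = inhibition above the plate cutoff, the mean inhibition of test wells on that plate plus 3 SD, cut at about 28% in these data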;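 note: cells challenged with S1P at its EC80 of 0.8 µM; blue over green emission ratio from cleaved BLA substrate after 4 h stimulation; 0% = S1P-stimulated wells and 100% = unstimulated DMSO-only wells; some compounds past the cut are filed as inactive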
Target sequence (Q99500 whole entry, looked up): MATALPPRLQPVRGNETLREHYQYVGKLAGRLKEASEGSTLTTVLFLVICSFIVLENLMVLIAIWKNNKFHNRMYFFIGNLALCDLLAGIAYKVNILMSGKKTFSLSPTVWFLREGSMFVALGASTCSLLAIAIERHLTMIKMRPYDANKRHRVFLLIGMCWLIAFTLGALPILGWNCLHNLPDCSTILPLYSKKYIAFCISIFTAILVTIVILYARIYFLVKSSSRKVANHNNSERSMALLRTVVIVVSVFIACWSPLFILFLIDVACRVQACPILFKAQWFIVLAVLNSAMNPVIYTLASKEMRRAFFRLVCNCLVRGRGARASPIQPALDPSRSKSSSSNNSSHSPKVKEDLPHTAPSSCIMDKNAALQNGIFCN
TNAP inh no acc: human TNAP enzyme inhibitors, primary screen, biochemical, luminescent, no phosphate acceptor, uHTS. inhibition, % at 20 µM. hit rate 0.26% among 200,000. Alkaline phosphatase, tissue-nonspecific isozyme (Homo sapiens), P05186. purified TNAP, CDP-star luminescence, 30 min;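 active = tissue-nonspecific alkaline phosphatase inhibition above about 50% at 20 µM in the single-dose screen, limit read from the data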;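 note: 0% = DMSO negative control and 100% = EDTA positive control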
Target sequence (P05186 whole entry, looked up): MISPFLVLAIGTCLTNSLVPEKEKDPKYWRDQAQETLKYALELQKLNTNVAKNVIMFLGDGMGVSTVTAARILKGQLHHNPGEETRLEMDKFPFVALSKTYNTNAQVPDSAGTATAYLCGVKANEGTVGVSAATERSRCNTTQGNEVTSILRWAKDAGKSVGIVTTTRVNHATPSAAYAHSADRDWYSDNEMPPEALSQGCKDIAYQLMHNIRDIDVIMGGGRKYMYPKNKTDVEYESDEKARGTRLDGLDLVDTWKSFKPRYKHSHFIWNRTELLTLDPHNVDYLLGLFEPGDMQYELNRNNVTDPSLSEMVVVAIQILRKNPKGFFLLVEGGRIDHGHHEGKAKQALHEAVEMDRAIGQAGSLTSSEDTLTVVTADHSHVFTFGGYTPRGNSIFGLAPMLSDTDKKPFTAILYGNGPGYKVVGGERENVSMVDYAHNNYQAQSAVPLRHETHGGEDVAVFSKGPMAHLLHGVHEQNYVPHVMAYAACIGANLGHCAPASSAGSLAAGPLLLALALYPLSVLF
PMI act: activators of human PMI, primary screen, biochemical, fluorescence intensity, near-Km mannose 6-phosphate; activation factor at 20 µM; Mannose-6-phosphate isomerase (Homo sapiens), P34949; purified human PMI, coupled resazurin fluorescence, 20 min; stronger effect = higher value; 1 = vehicle control, 0 substrate-free wells; hit rate 0.005% among 190,000;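 active = activation factor of 2 or more at 20 µM, relative to plate controls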
HMGR II inh: inhibitors of E. faecalis class II HMGR, primary screen, biochemical, Enterococcus faecalis | HMG-CoA reductase (Enterococcus faecalis, mvaE) | purified E. faecalis HMGR, NADPH absorbance 340 nm kinetic | hit rate 0.41% among 190,000 | inhibition, % at 10 µM;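 active = inhibition above a set limit, the median over all tested compounds plus 3 SD, cut at about 9.5% in these data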;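 note: enzyme runs in reverse so mevalonate oxidation gives rising NADPH absorbance; 0% = complete reaction with DMSO and 100% = background rate lacking mevalonate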
L major viab: Leishmania major promastigote growth inhibition, primary screen. Leishmania major promastigotes, resazurin fluorescence viability. inhibition, % at 10 µM. hit rate 9% among 200,000; in the data active = inhibition above about 50%;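 note: promastigotes grown with compound for 44 hours at 28 °C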
Hsp70 activator: Hsp70 transcriptional activators, primary screen, cell-based, HeLa, Hsp70 promoter luciferase, luminescence, 10 µM; HeLa Hsp70 promoter luciferase reporter; scaled: vehicle 0, proteasome-inhibitor control 100%; activation, % at 10 µM; hit rate 0.04% among 200,000;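 active = activation above the mean across all tested compounds plus 3 SD, cutoff set per campaign, cut at about 5.5% in these data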;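 note: 100% = MG132 at 30 µM as the positive control and 0% = DMSO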
TNAP inh hi DEA: human TNAP enzyme inhibitors, primary screen, biochemical, luminescent, high phosphate acceptor level, uHTS; Alkaline phosphatase, tissue-nonspecific isozyme (Homo sapiens), P05186; purified TNAP, CDP-star luminescence, 1 M DEA; inhibition, % at 20 µM; hit rate 0.03% among 200,000;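 active = over 50% inhibition of tissue-nonspecific alkaline phosphatase at 20 µM in the single-dose screen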;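 note: plate controls were DMSO wells for no effect and EDTA-quenched wells as full inhibition for full effect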
DTT redox prof: compounds producing H2O2 with reducing agent – biochemical, NIH compound library profiling, artefact control for MLSCN library redox annotation, primary screen; activation, % at 10 µM; DTT-dependent redox cycling H2O2, phenol red/HRP absorbance; 100% = 100 µM peroxide control, 0% = buffer; hit rate 0.03% among 200,000;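 active = activation of at least 50% relative to the plate's high and low controls in the primary single-dose screen; inactive = activation below 50%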;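 note: compound incubated with DTT at 0.8 mM final as the reducing agent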
Active calls of the source: *; / = not tested or not shown.

SMILES	RAM inhibit	PMI act satM6P	S1P3 antagonist	TNAP inh no acc	PMI act	HMGR II inh	L major viab	Hsp70 activator	TNAP inh hi DEA	DTT redox prof
CCOc1ccccc1OCCOCCN1CCN(Cc2ccccc2)CC1	1.8	1	-4	-7	0.9	-5	15	-0.1	-6	-0.9
CCN(CC)S(=O)(=O)c1ccc(OC)c(NC(=O)c2ccc([N+](=O)[O-])cc2)c1	1.4	0.9	-8	2	1	3	3	0.0	1	0.1
CCCCCCCCCCCCCCCC[n+]1ccc(C(N)=O)cc1	-0.9	1.2	-9	25	0.7	2	100*	-0.4	3	-0.1
Cc1cc(C)n2nc(C(=O)N/N=C/c3cccs3)nc2n1	-0.6	0.9	-8	1	0.9	-4	-5	-0.3	0	0.1
Cc1cccc(-n2c(SCC(=O)Nc3ncc(Cl)cc3Cl)nc3ccccc32)c1	4.7	0.9	22	13	0.8	-2	12	-0.3	-1	-0.4
COc1ccc(-n2c(C)cc(C(=O)COC(=O)c3cc(NC(=O)c4cccs4)c(OC)c(OC)c3)c2C)cc1	1.3	0.9	-4	-4	1	-14	3	-0.4	-2	0.3
Cc1cc(C(=O)OCC(=O)c2ccc3c(c2)OCCO3)c(C)o1	0.9	1	-14	-8	1.1	-7	-6	2.5	-3	0.2
CN1CCOCCOCCOCCN(C)C1=S	2.4	1	-22	-6	1	1	-7	0.0	-1	-0.5
Cc1cc(C)nc(SCc2ccc(C(=O)N/N=C3\CC(C)CC(C)(C)C3)cc2)n1 (centres undefined)	1.1	0.9	-5	-13	1	-5	-4	0.1	-3	0.8
Cc1ccc(NC(=O)C2=CCN(S(=O)(=O)c3ccc(F)cc3)CC2)cc1	4.8	1	2	-11	1	-5	2	-0.1	-4	0.4
CC1=C(C)/C(=N\OC(=O)/C=C/c2ccccc2)C=CC1=O	3.8	0.6	/	-15	0.9	-8	100*	-0.5	0	1.0
Cc1ccc(-c2cc(-c3n[nH]c(=S)o3)c3ccccc3n2)cc1	3.7	2.2*	-11	5	1.5	-2	56*	-0.2	0	0.0
Cc1ccc(C(=O)CSc2cc(C)nc(SCC(=O)c3ccccc3)n2)cc1	7.0	0.9	/	-9	0.9	-6	-3	-0.1	-6	-0.4
CC1=C(C(=O)Nc2ccc(C)cc2)C(c2ccc(C)o2)C2=C(CC(C)(C)CC2=O)N1 (centres undefined)	1.0	0.9	-22	-14	0.9	-4	3	-0.4	-7	1.6
CCC(NS(=O)(=O)c1ccc(C)cc1)C(=O)N1CCN(c2ccccn2)CC1 (centres undefined)	0.3	1	/	10	1	-8	1	-0.3	-7	0.4
CC1CCCC(C)N1C(=O)Cn1c(=O)sc2ccccc21 (centres undefined)	1.4	1	-8	-3	1.1	0	2	/	-7	-1.3
CCOc1cc(S(=O)(=O)NCCc2ccccc2C)c(OCC)cc1-n1cnnn1	3.6	1	3	-8	1	-2	25	0.2	-1	1.7
COc1ccc(NC(=O)CCN2CCN(S(=O)(=O)c3ccc(C(C)C)cc3)CC2)cc1	4.3	1	/	-13	0.9	-3	3	-0.2	-1	0.5
O=C1NN=C(c2ccc(Cl)cc2)CC1c1cccc(Cl)c1 (centres undefined)	-1.7	0.9	/	0	0.9	2	33	-0.4	0	0.4
O=C(c1cccc(S(=O)(=O)Nc2ccccc2Cl)c1)N1CCN(C(=O)c2ccco2)CC1	0.0	1.1	-26	-14	1.1	2	-1	-0.2	-2	-0.7
CCOC(=O)CCCNC(=O)c1cncc(O)c1	-0.8	1	/	-14	0.9	-1	0	-0.4	-5	0.6
O=C(N/N=C\c1ccccn1)C1c2ccccc2Oc2ccccc21	1.4	1	2	0	1.1	1	13	-0.3	-4	-0.6
Cc1cccc(/C(N)=N/OC(=O)N2c3ccccc3Sc3ccccc32)c1	1.2	0.7	/	-18	0.8	-3	71*	0.1	-4	2.4
Cc1nc2ccccc2n1CCC(=O)O	-0.9	1.1	/	-13	1	-4	-7	-0.1	-4	0.2
CCc1ccc(NC(=S)N(Cc2ccccc2)Cc2ccccn2)cc1	0.7	0.9	-6	-15	1	-2	22	-0.2	-4	-1.2

Arranged by heavy-atom count (descending): some entries from above
SMILES	RAM inhibit	PMI act satM6P	S1P3 antagonist	TNAP inh no acc	PMI act	HMGR II inh	L major viab	Hsp70 activator	TNAP inh hi DEA	DTT redox prof
O=C(c1cccc(S(=O)(=O)Nc2ccccc2Cl)c1)N1CCN(C(=O)c2ccco2)CC1	0.0	1.1	-26	-14	1.1	2	-1	-0.2	-2	-0.7
COc1ccc(NC(=O)CCN2CCN(S(=O)(=O)c3ccc(C(C)C)cc3)CC2)cc1	4.3	1	/	-13	0.9	-3	3	-0.2	-1	0.5
CCOc1cc(S(=O)(=O)NCCc2ccccc2C)c(OCC)cc1-n1cnnn1	3.6	1	3	-8	1	-2	25	0.2	-1	1.7
CCC(NS(=O)(=O)c1ccc(C)cc1)C(=O)N1CCN(c2ccccn2)CC1 (centres undefined)	0.3	1	/	10	1	-8	1	-0.3	-7	0.4
CN1CCOCCOCCOCCN(C)C1=S	2.4	1	-22	-6	1	1	-7	0.0	-1	-0.5

Returning to the listing; the 2 compounds before the break are reprinted first.
SMILES	RAM inhibit	PMI act satM6P	S1P3 antagonist	TNAP inh no acc	PMI act	HMGR II inh	L major viab	Hsp70 activator	TNAP inh hi DEA	DTT redox prof
Cc1nc2ccccc2n1CCC(=O)O	-0.9	1.1	/	-13	1	-4	-7	-0.1	-4	0.2
CCc1ccc(NC(=S)N(Cc2ccccc2)Cc2ccccn2)cc1	0.7	0.9	-6	-15	1	-2	22	-0.2	-4	-1.2
CS(=O)(=O)n1nc(-c2cccnc2)nc1NCc1ccccc1	0.1	1	-5	-7	1.1	-5	3	0.0	-3	-1.4
NC(=O)C1CCN(C(=O)CNC(=O)c2ccccc2)CC1	1.9	1.1	-16	-11	1.1	0	-3	-0.5	2	-1.6
O=C(O)CCS(=O)(=O)c1nc(-c2cccs2)cc(C(F)(F)F)n1	-0.4	1.1	/	-10	1.1	4	2	-0.2	-6	0.0
Cc1cccc(CCNC(=O)C2CCC(CNc3c(N4CCCC4)c(=O)c3=O)CC2)c1 (centres undefined)	3.1	1.1	-9	-23	1	2	-8	/	-6	-1.3
Cc1cc(SCC(=O)c2ccccc2)nc(SCC(=O)c2ccccc2)n1	1.0	0.9	/	-1	0.9	0	-3	-0.1	-2	0.5
Cc1c(C(=O)NCCc2ccc(S(N)(=O)=O)cc2)cccc1[N+](=O)[O-]	0.9	1	-12	-4	0.9	5	-4	-0.1	1	0.0
O=C(O)c1cc(C(=O)O)c(-c2ccccc2)c(C(=O)O)c1	1.5	1.1	/	-10	1	1	-6	-0.1	-5	1.9
Fc1ccc(CNC(=S)Nc2ccc(Cl)cc2)cc1	0.5	1	/	-7	0.9	0	17	-0.3	-2	-6.5
COc1cc(C2C(C#N)=C(N)N(c3sc4c(c3C#N)CCCC4)C3=C2C(=O)CC(C)(C)C3)cc(OC)c1OC (centres undefined)	7.6	0.9	/	-1	1	0	3	-0.2	-4	-5.3
CCC1CCCCN1C(=O)CSc1nc(N)c(NC(=O)c2ccco2)c(=O)[nH]1 (centres undefined)	1.7	0.9	-32	-1	0.9	-4	-3	-0.4	-3	-0.2
O=C(c1cc([N+](=O)[O-])ccc1Cl)N1CCN(c2ccccn2)CC1	0.6	0.9	-2	-4	0.9	11*	2	-0.3	-1	-0.8
CCCCNC(=O)c1cc2nc3c(c(C(F)(F)F)n2n1)CCc1ccccc1-3	4.9	1	/	-7	1	3	-6	-0.3	-5	1.8
Cc1cc(N=Cc2c(O)n(-c3ccc4c(c3)OCO4)c(=O)c3ccccc23)ccn1	3.0	1	-17	-3	0.9	-3	14	-0.3	-4	1.6
COc1cc(/C=N/n2cnnc2)ccc1OC(=O)c1ccco1	0.4	1	-14	-11	1	1	0	-0.3	-3	-0.7
CCn1ncc(CN2CCN(Cc3cccc(OC)c3)C(CCO)C2)c1C (centres undefined)	-1.1	1.1	-9	-9	1	-3	0	-0.3	-4	-1.2
COc1ccc(S(=O)(=O)c2nnn(-c3cccc(OC)c3)c2N)cc1	0.4	0.9	6	-11	1	-2	5	0.1	-4	-0.3
C=CCNC(=O)C(C#N)c1nc2ccccc2nc1N1CCCCCC1 (centres undefined)	9.0*	1.8	/	2	1.5	-16	14	-0.1	-1	-2.7
NNc1nc(Nc2ccccc2)nc(Nc2ccccc2)n1	3.6	0.8	18	-41	0.9	-4	100*	0.0	1	-0.5
COc1cccc(OC)c1C(=O)Nc1c(C)n(C)n(-c2ccccc2)c1=O	0.3	0.9	-40	-13	1	-3	-1	0.1	-11	2.7
CCC(CC)C(=O)Nc1cc(NC(=O)C(CC)CC)cc(C(=O)O)c1	-0.3	1	-1	-15	0.9	-2	-7	0.0	-4	1.0
COc1ccc(N2C(=O)/C(=C/c3ccc([N+](=O)[O-])cc3)N=C2C)c(OC)c1	5.8	1	9	-2	1	-3	8	-0.1	-4	-0.3
O=C(Cn1c(=O)oc2ccccc21)NC(=O)NCc1ccco1	0.5	1	/	-29	1	0	8	-0.2	-4	0.0
CCN1C(=O)CS/C1=N\c1nccs1	2.1	0.9	3	-7	0.9	-5	-1	0.1	0	0.0
Cc1c([N+](=O)[O-])c(C(=O)Nc2ccc3c(c2)OCCO3)nn1C	2.5	1.1	/	-10	1.1	-8	-6	-0.1	-5	0.0
Cc1cccc(Cn2c(Sc3nc(C)cs3)nc3c2c(=O)[nH]c(=O)n3C)c1	4.1	1	-20	-12	1	-1	6	-0.1	-11	-0.9
O=[N+]([O-])c1ccc(Sc2nc3ccccc3o2)c([N+](=O)[O-])c1	-1.2	1.6	/	15	1.5	-1	19	-0.1	-4	0.3
Cc1cccc(Nc2nnc(SCC(=O)NC(=O)Nc3ccc4c(c3)OCCO4)s2)c1	3.8	0.9	-5	-12	0.9	-7	28	-0.2	4	-0.2
COc1ccc(Cc2nnc(NC(=O)CSc3ccccc3)s2)cc1	3.1	0.9	/	-17	0.9	2	-5	-0.1	-4	2.1
COc1ccc2c(Cl)c(-c3nnc(SCC(=O)c4ccccc4)n3C)sc2c1	3.0	1.1	/	0	1.1	2	32	-0.3	-5	-3.1

Screening data as filed in PubChem BioAssay.

Hits appear at their usual frequency (roughly 12% active in at least one column).
